N370S GC mod: N370S glucocerebrosidase modulation, Gaucher chaperone candidate; P04062; N370S GC spleen homogenate, 4MU-glucoside fluorescence; Potency, µM (highest dose often 59.4 µM), without a hit: at the top dose activity change, negative = inhibition, hits mostly inhibitors; hit rate 0.092% among 330,000;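 further: 0% = full enzyme activity and -100% = no enzyme basal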
DT40 TDP1 CPT: growth inhibition of DT40 Tdp1-/-;hTDP1 cells with camptothecin (screen for TDP1 inhibitors); Potency, µM (titrated, usually from 46.2 µM), for inactives: at the top dose activity change, negative = growth inhibition, hits mostly inhibitors; AID 686979; hit rate 12% among 420,000; chicken DT40 Tdp1-/-;hTDP1 cells + 20 nM CPT, ATP luminescence, 48 h; further: nearly all actives have a fitted effect of over 55% in size
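Chicken DT40 Tdp1-/- cells stably complemented with human TDP1 were seeded at 400 cells/well in medium containing 20 nM camptothecin, exposed to pin-transferred compounds, and grown at 37 °C for at least 48 hr. Viability was read as ATP luminescence.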
FEN1 inh: blocks human flap endonuclease 1 | AID 588795 | Recombinant FEN1 flap cleavage, fluorescence, 15 min | hit rate 0.35% among 390,000 | Potency, µM (top dose mostly 114 µM), without a hit: top-dose activity change, negative = inhibition, hits mostly inhibitors | P39748; further: nearly all actives have a fitted effect of over 65% in size
Target sequence (P39748 whole entry, looked up): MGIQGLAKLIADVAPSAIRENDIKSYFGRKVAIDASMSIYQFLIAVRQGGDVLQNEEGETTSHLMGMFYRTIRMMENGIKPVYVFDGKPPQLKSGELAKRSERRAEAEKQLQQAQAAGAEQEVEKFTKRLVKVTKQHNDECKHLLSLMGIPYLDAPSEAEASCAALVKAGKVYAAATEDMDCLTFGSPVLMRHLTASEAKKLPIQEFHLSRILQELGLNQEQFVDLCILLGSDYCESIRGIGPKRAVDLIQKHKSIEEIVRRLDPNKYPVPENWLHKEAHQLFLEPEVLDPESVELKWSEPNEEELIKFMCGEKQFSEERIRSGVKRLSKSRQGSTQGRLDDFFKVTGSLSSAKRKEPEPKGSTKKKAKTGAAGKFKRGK
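In this screen, 50 nM flap DNA substrate was added to 10 nM FEN1 pretreated with compound for 15 min at room temperature; cleavage was followed with reads at 0 and 15 min, and Hill fitting gave concentration–response parameters.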
The depositor's hits bear a star; ? = inconclusive; · = no result given; & = joins results of further samples; [ ] = dose if it differs, or a comment. The call rests on the fitted dose curve; in most records, active means well fitted curve in the direction sought with a large enough effect; inconclusive means small, poorly fitted or top-dose-only effect, or another doubt; inactive means no such curve, though single readings can be large; an effect the other way counts as inactive or inconclusive. Unless noted, on the % scale 0 is the no-effect control and ±100 the full control effect; potency means the concentration at half of the fitted maximal effect. The list is partial (hit frequency here may not be typical).

Structure	DT40 TDP1 CPT	FEN1 inh	N370S GC mod
O=C(COC(=O)/C=C/c1cccs1)NC(c1ccccc1)c1ccccc1	?	3.0%	0.4%
Cc1ccc(C)n1-c1c(C(=O)NCC(C)c2ccccc2)sc2ncccc12 (stereo unspecified)	20.6µM*	5.6%	·
Cc1cnc(CNc2ccnc(-c3ccccc3C(F)(F)F)n2)cn1	-9.4%	·	-15.3%
Cc1nc2cnc(N(C)C)nc2n(CCC#N)c1=O	10.5%	·	-5.6%
CCN1CCCC1CNC(=O)c1ccc2c(c1)N(Cc1cccc(Cl)c1)C(=O)c1ccccc1S2(=O)=O (stereo unspecified)	-22.7%	16.4%	-0.6%
O=C(O)c1ccc2c(=O)n3c(nc2c1)/C(=C/c1ccc(F)cc1)CC3	1.7%	-5.0%	-10.4%
CCOC(=O)CSc1nc2cc(C(=O)NCc3ccco3)ccc2c(=O)n1C1CCCCC1	4.7%	-2.6%	13.8%
CS(=O)(=O)c1ccc(Cl)c(NC(=O)c2cccc(-n3cnnn3)c2)c1	-20.7%	-2.3%	-2.4%
CC(C)(CNC(=O)c1cc(-c2ccc(Cl)s2)nc2ccccc12)N1CCOCC1	?	-13.0%	?
COc1ccc(Nc2ncnc3ccc([N+](=O)[O-])cc23)c(OC)c1	-26.3%	0.5%	-10.8%
O=[N+]([O-])c1ccccc1/C=C/c1ccc2ccccc2n1	-39.8%	-15.1%	1.1%
COC(=O)c1sc(NC(=S)NC(=O)c2cc(OC)c(OC)c(OC)c2)nc1C	-7.3%	-9.2%	-6.0%
CCN(CC)C(=O)c1ccc(CS(=O)(=O)c2ccc(Br)cc2)cc1	-26.8%	3.7%	-15.6%
CC1COCC(C)N1C1=C(Cl)C(=O)c2ccccc2C1=O (stereo unspecified)	0.651µM*	-21.7%	·
COc1ccc(OCC(=O)Nc2ccc(S(=O)(=O)N3CCCCCC3)cc2)cc1	-1.3%	-8.0%	-10.1%
CCCOc1ccc(C2NC(=S)NC(c3ccccc3)=C2C(=O)Nc2ccc(C)cc2)cc1OC (stereo unspecified)	?	-6.1%	3.7%
Cc1nnc(SCCn2c(N3CCC(C)CC3)nc3c2c(=O)[nH]c(=O)n3C)s1	-24.2%	13.3%	1.8%
Cc1cc(C)c(C(=O)Cn2nc(C(=O)O)c3ccccc3c2=O)cc1C	-12.1%	3.8%	1.4%
CCOC(=O)Nc1ccc2c(c1)Sc1ccccc1N2C(=O)CCN1CCOCC1	-1.2%	6.1%	1.0%
COc1cccc(C2CC(=O)Nc3cc4c(cc32)OCCO4)c1OC (stereo unspecified)	20.6µM*	-13.5%	·

(further entries)
Structure	DT40 TDP1 CPT	FEN1 inh	N370S GC mod
Cc1cccc(NC(=O)c2ccc(Cl)c(S(=O)(=O)N3CCc4ccccc43)c2)n1	23.1µM*	0.7%	·
c1ccc(CCC2CCCCN2Cc2nc(C3CC3)no2)cc1 (stereo unspecified)	-28.4%	12.4%	5.9%
CC(C)CC1Nc2ncnc(N3CCN(c4ccccn4)CC3)c2N(Cc2ccc(Cl)cc2)C1=O (stereo unspecified)	?	-26.7%	·
C=CCN1CCc2cc(O)c(O)cc2C(c2ccccc2)C1 (stereo unspecified)	-3.3%	-2.2%	-1.1%&0.4%
Cc1ccccc1OCCCCn1c(CCNC(=O)C(C)(C)C)nc2ccccc21	13µM*	-18.6%	·
COc1ccc2nc(SCC(=O)N3CCNC3=O)[nH]c2c1	?	-4.4%	6.2%
CCCCn1nc(C(=O)Oc2ccc3c(C)cc(=O)oc3c2)c2ccccc2c1=O	?	-7.0%	?
Cc1ccccc1NC(=O)CSc1ccncc1	-1.1%	-1.8%	7.0%
COc1cc(C2C3=C(COC3=O)Oc3cc4c(cc32)OCO4)cc(OC)c1OC (stereo unspecified)	0.184µM*	-4.3%&-2.9%	·
Cc1cc(NC(=O)c2ccc([N+](=O)[O-])cc2Cl)ccc1NC(=O)c1ccco1	-0.6%	6.0%	-4.6%
CC(C(=O)Nc1cc(C(F)(F)F)ccc1N1CCOCC1)N1C(=O)C2CC=CCC2C1=O (stereo unspecified)	-16.0%	-12.9%	24.7%[2.35 µM]
COc1cc2nc(C#Cc3nc4cc(OC)c(OC)cc4[nH]3)[nH]c2cc1OC	6.2%	3.6%	·
CC(C)C[C@@H](CNCC(=O)[C@H](CC(=O)O)NC(=O)c1[nH]cnc1C(=O)N[C@H](CN)CC(C)C)NC(=O)c1nc[nH]c1C(=O)N[C@@H](C)C(=O)O	12.6%	10.0%	·
Nc1cc(-c2cccc(F)c2)nn1S(=O)(=O)c1cccc2nsnc12	2.4%	2.4%	-0.3%
CCOc1ccc(OCCSc2nc3ccccc3n2CC(=O)O)cc1	-13.1%	6.3%	-5.5%
CCOC(=O)c1ccc(NC(=S)N(CCCN2CCCC(C)C2)Cc2ccco2)cc1 (stereo unspecified)	-28.8%	1.4%	9.4%
COC(=O)c1c(Oc2ccc(OC)cc2)nnc(-c2ccccc2)c1-c1ccccc1	?	1.3%	·
CC1CCCN(C(=O)Cc2cccc3ccccc23)C1 (stereo unspecified)	-19.1%	-6.6%	-14.9%
Cc1ccccc1NC(=S)N(CCc1c(C)[nH]c2ccc(F)cc12)Cc1cccnc1	?	-19.0%	3.0%
CC1=CC(C)(C)n2c(O)c(C3=NC(=S)NC3=O)c3cc(OC(=O)c4cccc5ccccc45)cc1c32	?	9.6%	?

(list continues)
Structure	DT40 TDP1 CPT	FEN1 inh	N370S GC mod
O=C(CCS(=O)(=O)c1ccccc1)NC1CCCC1	-12.6%	28.7%	0.9%
COCc1cc(=O)[nH]c(N2CCN(c3ccccc3OC)CC2)n1	52.7%[activator]	-1.2%	1.5%
CC(C)(C)NC[C@@H](O)COc1nsnc1N1CCOCC1	-0.2%	·	-1.4%
Nc1n[nH]c2cccc(Cl)c12	-8.8%	-9.5%	6.1%
COc1ccc(-c2nc3ccccc3o2)cc1NC(=O)c1ccc(-c2ccc(Br)cc2)o1	0.4%	-19.6%	·
COC(=O)NNC(=S)Nc1ccc(Br)cc1	?	27.7%	-1.4%
c1ccc2c(c1)sc1nnnn12	4.4%	2.1%	-0.9%
CC(=O)Nc1ccc(S(=O)(=O)N2CCC(C(=O)c3ccc(F)cc3)CC2)cc1	?	-8.2%	-5.4%
COc1ccc(CNC(=O)CC2C(=O)NCCN2CC(C)(C)C)c(OC)c1 (stereo unspecified)	?	2.7%	-4.5%
CC(=O)c1ccc(N2CCN(C(=O)c3cn(Cc4ccccc4)nc3-c3cccnc3)CC2)c(F)c1	?	-1.2%	·
Cc1cc(C(=O)NC2CCCCC2)c(C)n1-c1ccc(F)cc1	?	-6.4%	10.7%
COc1ccccc1/C=C\C(=O)NCC(=O)N/N=C/c1ccc(O)cc1O	?	-14.3%	-13.3%
Cc1c(C(=O)OCC(=O)N(C)Cc2ccccc2)oc2ccccc12	?	-16.3%	·
O=C(NCCOc1ccccc1F)c1ccccc1SCc1ccc(F)cc1	-21.5%	-16.5%	0.8%
CN(Cc1ccco1)S(=O)(=O)c1nnc(NC(=O)c2cccc(Cl)c2)s1	?	-7.7%&-10.9%	-10.7%
c1ccc(CN2CCc3[nH]c4ccccc4c3C2)cc1	-21.3%	?	·
CCCCN1C(=O)CN(C2CCCCC2)C(=O)C1c1ccc(OC(C)C)c(OC)c1 (stereo unspecified)	-23.7%	-2.8%	·
CCSc1nnc(-c2ccc(S(=O)(=O)N3CCCC3)cc2)n1C	-13.6%	0.7%	3.9%
C[C@H]1COC(=O)[C@H](CC(=O)OC(C)(C)C)C/C=C\C[C@@H](CC(=O)N[C@H](CO)Cc2ccccc2)C(=O)N1	?	-11.3%	·
C=CCOc1ccccc1CNc1ccccc1C	?	15.4%	-9.8%

Single records, as listed above:
Listed for CC(=O)Nc1ccc(S(=O)(=O)N2CCC(C(=O)c3ccc(F)cc3)CC2)cc1 : DT40 TDP1 CPT = ?; FEN1 inh = -8.2%; N370S GC mod = -5.4%
Listed for Nc1n[nH]c2cccc(Cl)c12 : DT40 TDP1 CPT = -8.8%; FEN1 inh = -9.5%; N370S GC mod = 6.1%

(continued)
Structure	DT40 TDP1 CPT	FEN1 inh	N370S GC mod
COc1ccc(CCN=C(C)c2cc(C)c(C)cc2O)cc1OC	9.9%	10.3%	3.5%
COc1ccc(NC(=S)NC2CCCCCC2)c(OC)c1	?	0.9%	8.3%
COc1cc(/C=C2/C(=N)N3C(=NC2=O)SN=C3S(C)(=O)=O)ccc1OC(=O)c1ccco1	6.0%	?	-15.2%
CCOC(=O)c1ccc(NC(=O)c2nc(S(=O)(=O)Cc3ccccc3)ncc2Cl)cc1	0.461µM*	-1.6%&-17.9%	-2.2%
O=C(COC(=O)/C=C/c1ccc([N+](=O)[O-])cc1)NCc1ccccc1	-17.0%	-0.4%	7.9%
Cc1ccc(C)c(-c2nnc(NC(=O)c3ccc([N+](=O)[O-])o3)o2)c1	14.6µM*	10.6%	-2.7%
NC(N)=NS(=O)(=O)c1ccc(NC(=S)NC(=O)/C=C/c2cccs2)cc1	4.6%	12.1%	-7.1%
CC(C)(C)C(=O)Nc1cccc(C(=O)OCc2cc(=O)n3nc(C4CC4)sc3n2)c1	?	21.0%	·
CCN(CC)CCn1c2c(c(SCC(=O)Nc3cc(C)ccc3C)nc1=O)CCC2	-1.8%	2.7%	0.0%
O=C(COC(=O)Cc1ccc(S(=O)(=O)N2CCOCC2)s1)Nc1ccc(F)cc1F	-16.2%	0.9%	·
CSc1ccccc1NC(=O)c1ccco1	2.7%	8.4%	5.5%
CCOc1cc2[nH]c(=O)n(CCCN3CCN(c4ccc(OC)cc4)CC3)c(=O)c2cc1OCC	?	4.3%	-1.0%
O=C(O)C[C@H]1c2cc(C(F)(F)F)ccc2S(=O)(=O)N1C1CCCC1	-21.7%&-29.6%	-7.3%&-1.2%	·
COc1ccc(CNC(=O)c2[nH]c(C)c(C(C)=O)c2C)cc1	9.2µM*	-12.1%	-5.7%
Cc1ccc2nc(-c3ccc(NC(=O)COc4ccc(Br)cc4Br)cc3)sc2c1	-2.3%	-1.6%	·
Clc1cccc(N2CCN(c3nnnn3-c3ccccc3)CC2)c1	-13.4%	-2.2%	10.9%
CCOC(=O)CCC(NC(=O)CCCC(=O)NC(CCC(=O)OCC)C(=O)OCC)C(=O)OCC (stereo unspecified)	0.4%	-0.6%	0.8%
CN(C)C1=NC[C@H](Cc2ccccc2)N1CCc1cccc(F)c1	?	-4.3%	-12.9%
Cc1ccc(Oc2ncccc2C(=O)NC2CCSC2=O)cc1 (stereo unspecified)	6.7%	3.5%	8.4%
Cn1c(=NC(=O)C2CCCCC2)sc2cc([N+](=O)[O-])ccc21	-0.5%	5.1%	20.8%

New compounds follow:
Structure	DT40 TDP1 CPT	FEN1 inh	N370S GC mod
COc1ccc(OC)c(CCNC(=O)Cn2ccc3cc(S(=O)(=O)N4CCCC4)ccc32)c1	?	-15.6%	-3.4%
O=C(Nc1nnc(-c2ccco2)o1)C1CC1	2.4%	-0.7%	-24.0%
CC(=O)Nc1ccc(NC(=O)C2C3CCC(C3)C2C(=O)O)cc1 (stereo unspecified)	-19.0%	20.6%	-21.4%
CC(C)Nc1ncnc2c1cnn2Cc1ccccc1Cl	-25.2%	11.6%	4.0%
O=C(Cn1cnc2c(NCc3ccccc3)ncnc21)NCc1ccccn1	-6.1%	-4.9%	·
Cn1c(SCc2nc3ccccc3s2)nnc1-c1ccc2c(c1)OCO2	?	5.0%	2.9%
COc1ccc(C2CCCN2C(=S)Nc2cccc(C)c2C)cc1OC (stereo unspecified)	2.3%	-8.6%	1.2%
Cc1ccc(C(=O)NNC(=O)CCC(=O)NCc2ccccc2)cc1Br	23.2%	0.3%	-5.2%
COC(=O)c1cc(NC(=O)c2ccccc2)c(=O)oc1C	8.2%	-0.2%	-0.2%
Nc1c(Cl)ncnc1Nc1ccc(C(=O)O)cc1	-3.3%	-9.9%	·
Cn1c(=O)[nH]c(=O)c2c1nc(CN1CCOCC1)n2CCCO	3.0%	-2.5%	-17.0%
NC1=NC(=O)C(Cc2ccccc2)S1 (stereo unspecified)	-2.1%	2.1%	1.0%
